Screens: PubChem, Vanderbilt High Throughput Screening Facility
Cav3 T inh – Cav3.2 calcium influx blockers – cell-based, Fluo-4 calcium fluorescence, FDSS, MLSMR library, primary screen. 4% of 100,000 active. Cav3.2-expressing cells; hits give low values. AID 449739, 2010. B-score at 10 µM;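 active = single-dose well whose peak fluorescence ratio is a statistical outlier from its plate by either plate-standardised score or position-corrected B-score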
An asterisk follows results filed as active. An excerpt; rates above refer to the full screens.

For CC1Cc2ccccc2N1C(=O)CCS(=O)(=O)c1cccs1 (configuration not stated) the results were Cav3 T inh 0.98.
Screening O=C1NCC(COCC2CC=CCC2)O1 (configuration not stated) returned Cav3 T inh -0.78.
For COC(=O)C1C(=O)N2CCCSC2=C(C#N)C1c1cccs1 (configuration not stated) the results were Cav3 T inh 0.18.
`CCSC1=NC2(CCCCC2)Nc2sc3c(c21)CCCC3` gave Cav3 T inh -1.3.
`O=C(O)C1CCCN(S(=O)(=O)c2ccc(Cl)s2)C1` (configuration not stated) gave Cav3 T inh 0.65.
COc1ccc(C2C3=C(N=C4SCC(=O)N42)c2ccccc2CC3)cc1OC (configuration not stated) was read as Cav3 T inh -0.27.
Screening O=c1[nH]n(CC2COC3(CCCCC3)O2)c(=O)c2ccccc12 (configuration not stated) returned Cav3 T inh 0.05.
For CCOC(=O)C(Cc1cc(C(C)=O)ccc1OC(C)C)C(=O)OCC the results were Cav3 T inh -1.4.
For COC(=O)CSc1nnc(-c2ccccc2OC)n1-c1ccc(C)cc1 the results were Cav3 T inh 0.41.
`CC1Oc2cc3oc4c(O)c5c(cc4c(=O)c3c(O)c2C1(C)C)C=CC(C)(C)O5` (configuration not stated) gave Cav3 T inh -0.12.
For CCn1c(C)nc2cc(C(=O)NNS(=O)(=O)c3ccc(C)c(C)c3)ccc21 the results were Cav3 T inh -0.52.
Screening CC(C)NC(=O)/C(=C/c1ccco1)c1ccccc1 returned Cav3 T inh 0.59.
For Cc1ccc(C(O)(COC(=O)C(C)C)COC(=O)C(C)C)c(O)c1 the results were Cav3 T inh -1.4.
For CS(=O)(=O)N(Cc1ccccc1)c1ccccc1C(=O)Nc1ccccc1C(=O)NCc1ccco1 the results were Cav3 T inh -1.4.
Oc1ccc2nc(Cc3ccccc3)[nH]c2c1 was read as Cav3 T inh 0.24.
For CCOC(=O)C1C(=O)NCC2CCCC21 (configuration not stated) the results were Cav3 T inh -0.042.
O=C(NCC1COc2ccccc2O1)C1CCCN(S(=O)(=O)c2cnc[nH]2)C1 (configuration not stated) was read as Cav3 T inh -0.5.
For COC(=O)c1ccc(NC(=O)CSc2nnc(CNc3ccc(OC)cc3)n2C)cc1 the results were Cav3 T inh 0.74.
Screening CC1(C)CC(=O)C(C(c2ccco2)C2C(=O)CC(C)(C)CC2=O)C(=O)C1 returned Cav3 T inh -0.0086.
O=C(CN(c1ccccc1)S(=O)(=O)c1ccccc1)N1CCN(Cc2ccc3c(c2)OCO3)CC1 was read as Cav3 T inh -1.7.
Screening N=c1c2c(ncn1CCN1CCOCC1)Oc1ccc3ccccc3c1C2c1ccccc1 (configuration not stated) returned Cav3 T inh -1.1.
O=C(O)c1cccc(S(=O)(=O)NCc2cccs2)c1 was read as Cav3 T inh 0.098.
Cc1ccc(/C=N/n2cnc3sc(-c4ccccc4)cc3c2=O)o1 was read as Cav3 T inh -0.39.
For CCOc1ccc(OCc2ccc(C(=O)Nc3ccc(Cl)cn3)o2)cc1 the results were Cav3 T inh -1.1.
For CCC1(CC)C(=O)N(C)C(=O)NC1=Nc1ccc(OC)cc1 the results were Cav3 T inh 1.2.
Cc1cc(NC(=O)CSc2nc3ccccc3[nH]2)no1 was read as Cav3 T inh -0.068.
Screening Cc1ccccc1CSCC(=O)NC(=O)NC(C)(C)C returned Cav3 T inh -1.1.
Cc1ccc(Cn2ccc(NC(=O)c3c(-c4ccccc4Cl)noc3C)n2)cc1 was read as Cav3 T inh -5.5*.
For Cc1nc2nc(C)c(CCC(=O)N3CCN(c4ccccc4)CC3)c(C)n2n1 the results were Cav3 T inh 1.3.
Screening CCCS(=O)(=O)NCc1cn2c(C)csc2n1 returned Cav3 T inh 0.096.
Screening CCc1nnc(NC(=O)CSc2nnc(COc3ccccc3)n2Cc2ccccc2)s1 returned Cav3 T inh 2.4.
Screening Cn1nnc(NC(=O)c2ccco2)n1 returned Cav3 T inh 0.65.
For O=[N+]([O-])c1ccc(O)c(-c2nn[nH]n2)c1 the results were Cav3 T inh -0.15.
CN(CCc1ccccn1)c1ncnc2[nH]ncc12 was read as Cav3 T inh 0.087.
O=C(O)CN1C(=O)CCS(=O)c2ccccc21 (configuration not stated) was read as Cav3 T inh -0.17.
`CCN(CC)CCNC(=O)C12CC3CC(C)(CC(C)(C3)C1)C2` gave Cav3 T inh 0.6.
`Cc1ccccc1OCC(=O)O/N=C(\N)Cc1ccc(Cl)cc1` gave Cav3 T inh -0.036.
For CC(C)(C)OC(=O)NCC(=O)NCC(=O)OCc1ccccc1 the results were Cav3 T inh 0.19.
CC1CCN(c2ncnc3ccccc23)CC1 was read as Cav3 T inh 0.33.
Screening Cc1ccc(NC(=O)c2ccc(OC(=O)CCN3C(=O)c4ccccc4C3=O)cc2)cc1 returned Cav3 T inh -0.35.
Screening O=C1CCSc2cccc3cccc(c23)N1 returned Cav3 T inh 1.
CCC(=O)O[C@@H]1CC(=O)O[C@H](C)CC=CC=C[C@@H](O)[C@H](C)C[C@H](CC=O)[C@H](O[C@H]2O[C@H](C)[C@@H](O[C@H]3C[C@@](C)(O)[C@@H](OC(=O)CC)[C@H](C)O3)[C@H](N(C)C)[C@H]2O)[C@H]1OC was read as Cav3 T inh 0.22.
`Cc1ccc(-c2nn(C)c(=O)c3ccccc23)cc1CNC(=O)c1ccco1` gave Cav3 T inh 0.96.
For O=C1OCCN1C(=O)[C@H]1[C@H](c2ccc(F)cc2)C(c2ccc(F)cc2)=NN1c1ccccc1 the results were Cav3 T inh -1.2.
CCC(C)NC(=O)c1cc(CC(C)C)on1 (configuration not stated) was read as Cav3 T inh 0.89.
Screening c1ccc(C2Nc3ccccc3-c3nc4ccccc4n32)nc1 (configuration not stated) returned Cav3 T inh -1.9.
`Brc1ccc(/C=N/N2CCN(C3c4ccccc4-c4ccccc43)CC2)s1` gave Cav3 T inh 1.5.
For COC/C=C/C1=CC2=CC(=O)C(C)(OC(=O)c3cnc4ccccc4n3)C(=O)C2=CN1CCCCO (configuration not stated) the results were Cav3 T inh 1.6.
CCOc1ccc(CNc2ccc(N3CCOCC3)c(C(=O)O)c2)cc1 was read as Cav3 T inh 0.014.
`Cn1cccc1/C=C1\CCC/C(=C\c2cccn2C)C1=O` gave Cav3 T inh -13*.
`CCOC(=O)N1CCC2(CC1)C(C#N)=C(N)Oc1c2sc2nc(C)cc(C)c12` gave Cav3 T inh 0.33.
`CCn1ncc(C2=NOC(C(=O)Nc3ccc4c(c3)OCO4)C2)c1C` (configuration not stated) gave Cav3 T inh 0.61.
Cc1cc(C)n2nc(C(=O)NCc3ccccc3)nc2n1 was read as Cav3 T inh 0.0087.
For CCOC(=O)C1=C(NC#N)OC(C)=C(C)C1c1ccc(O)cc1 (configuration not stated) the results were Cav3 T inh 0.71.
CCC(C)N(C(=O)C(F)(F)F)C(C(=O)NC1CCCCC1)c1ccncc1 (configuration not stated) was read as Cav3 T inh 0.44.
For Cc1ccc(-c2nc(C)sc2CC(=O)NCc2ccco2)cc1 the results were Cav3 T inh 0.83.
Screening Cc1cc(C)nc(SCc2nnc(SCC(=O)Nc3c(C)cccc3C)o2)n1 returned Cav3 T inh 0.67.
`CCOc1ccccc1NC(=O)C(CC(C)C)NC(=O)C1CCC(C)CC1` (configuration not stated) gave Cav3 T inh -0.38.
`CCCc1nc(SCC(N)=O)[nH]c(=O)c1CC` gave Cav3 T inh 0.82.
CN1C(C(=O)NCc2ccc(OC(F)(F)F)cc2)CC2Cn3c(nc4cc5ccccc5cc43)C21 (configuration not stated) was read as Cav3 T inh -0.88.
COc1ccc(OC)c(NC(=O)CSc2nnc(N)s2)c1 was read as Cav3 T inh -0.4.
Screening COc1ccccc1NC(=O)[C@H](COCc1ccccc1)NC(=O)OC(C)(C)C returned Cav3 T inh -4.4*.
Screening Cc1cccc(CSC2=NN3CCCC(=O)N=C3S2)c1 returned Cav3 T inh 0.53.
`O=C(NC(Cc1ccccc1)C(=O)O)c1ccc(S(=O)(=O)N2CCOCC2)cc1` (configuration not stated) gave Cav3 T inh -0.58.
`COc1ccc(N2CCN(C(=O)c3ccc(Oc4ccc(C(F)(F)F)cn4)cc3)CC2)cc1` gave Cav3 T inh -0.43.
Cc1nc(NC(=O)c2ccc(Br)s2)sc1C(=O)N(C)C was read as Cav3 T inh 1.1.
For Cc1nc2cc(S(=O)(=O)C(F)(F)F)ccc2s1 the results were Cav3 T inh 0.33.
For CCc1nc(N[C@H](C(=O)O)C(C)CC)c2oc3ccccc3c2n1 (some centres not stated) the results were Cav3 T inh 2.4.
For COCCCNC(=O)Cn1nnc(-c2ccc(NC(=O)c3ccc(F)cc3)cc2)n1 the results were Cav3 T inh -0.62.
Cc1ccccc1NC(=O)Nc1cc(S(N)(=O)=O)ccc1C was read as Cav3 T inh 0.93.
For O=C(NCc1cccnc1)c1noc2c1CCCC2 the results were Cav3 T inh -0.0097.
For CCCCNc1c2c(nc3c(-c4ccccc4)c(C)nn13)CCC2 the results were Cav3 T inh 0.071.

Entries above that have a furan ring, fused or not:
Screening CC(C)NC(=O)/C(=C/c1ccco1)c1ccccc1 returned Cav3 T inh 0.59.
For CS(=O)(=O)N(Cc1ccccc1)c1ccccc1C(=O)Nc1ccccc1C(=O)NCc1ccco1 the results were Cav3 T inh -1.4.
Screening CC1(C)CC(=O)C(C(c2ccco2)C2C(=O)CC(C)(C)CC2=O)C(=O)C1 returned Cav3 T inh -0.0086.
Cc1ccc(/C=N/n2cnc3sc(-c4ccccc4)cc3c2=O)o1 was read as Cav3 T inh -0.39.
For CCOc1ccc(OCc2ccc(C(=O)Nc3ccc(Cl)cn3)o2)cc1 the results were Cav3 T inh -1.1.
Screening Cn1nnc(NC(=O)c2ccco2)n1 returned Cav3 T inh 0.65.
`Cc1ccc(-c2nn(C)c(=O)c3ccccc23)cc1CNC(=O)c1ccco1` gave Cav3 T inh 0.96.
For Cc1ccc(-c2nc(C)sc2CC(=O)NCc2ccco2)cc1 the results were Cav3 T inh 0.83.
For CCc1nc(N[C@H](C(=O)O)C(C)CC)c2oc3ccccc3c2n1 (some centres not stated) the results were Cav3 T inh 2.4.

Next entries follow:
Nc1c(C(=O)NCc2ccc(F)cc2)c2nc3ccccc3nc2n1CCCN1CCOCC1 was read as Cav3 T inh -2.9.
`O=C(/C=C/c1ccccc1)N1CCN(c2ccccn2)CC1` gave Cav3 T inh 0.43.
C/C(=N\NC(=O)C1CCCN(S(=O)(=O)c2ccccc2)C1)c1ccccn1 (configuration not stated) was read as Cav3 T inh 2.9.
For CC1=C(C(=O)Nc2ccccc2)C(c2ccc(C)o2)N2C(=O)CSC2=N1 (configuration not stated) the results were Cav3 T inh -7.9*.
For COC(=O)CNc1nc(OC)nc(N(C)C)n1 the results were Cav3 T inh -0.25.
Screening Cc1cnc(NC(=O)CN2C(=O)C3CC=CCC3C2=O)s1 (configuration not stated) returned Cav3 T inh 0.0088.
Screening Cc1nn(C)cc1CNC(=O)c1cc2n(n1)C(C(F)(F)F)CC(c1cccs1)N2 (configuration not stated) returned Cav3 T inh 0.29.
Screening CN(C1=NC(=O)C(CC(=O)Nc2ccc(Br)cc2)S1)c1ccc(O)cc1 (configuration not stated) returned Cav3 T inh 0.075.
CCOC(=O)c1[nH]c2ccc(OC)cc2c1NC(=O)c1ccc2c(c1)OCO2 was read as Cav3 T inh -3.1.
Cc1oc(-c2ccc(Cl)cc2)nc1CS(=O)CC(=O)NCCCN(C)C1CCCCC1 (configuration not stated) was read as Cav3 T inh -0.79.
Screening O=C(NC1CCCCCCC1)c1cnccn1 returned Cav3 T inh 0.26.
For CCC(C)(C)NC(=O)CN(C(=O)CNS(=O)(=O)c1ccccc1)c1ccccc1 the results were Cav3 T inh 0.57.
For COc1ccc(OC)c(C(=O)c2ccc(C(=O)N3CCCCC3)cc2)c1 the results were Cav3 T inh 0.05.
CSc1nc(NC(C)=O)nc(C)c1Cl was read as Cav3 T inh 0.45.
For CCN(CC)S(=O)(=O)c1ccc2[nH]cc(C(=O)NCCC3=CCCCC3)c(=O)c2c1 the results were Cav3 T inh -1.2.
`Cc1ccc2[nH]c(=O)c(-c3noc(C(C)C)n3)cc2c1` gave Cav3 T inh -0.34.
Screening Cc1ccc(-c2csc3nc(C)n(-n4cccc4)c(=O)c23)o1 returned Cav3 T inh -0.88.
Screening O=S(=O)(NCCC1=CCCCC1)c1cccc2nsnc12 returned Cav3 T inh -1.6.
CC1(C)CC(=O)C2=C(C1)NC(SCC(=O)Nc1ccccc1)=C(C#N)C21CCCCC1 was read as Cav3 T inh 0.011.
COC(=O)C1=C(C)N(Cc2ccccc2)C(=O)N[C@H]1c1cccc(F)c1 was read as Cav3 T inh 0.75.
NC(=O)C1(N2CCCCC2)CCN(C(=S)Nc2ccc(Cl)cc2)CC1 was read as Cav3 T inh 1.1.
Cc1ccc2nsnc2c1S(=O)(=O)NC1CC1 was read as Cav3 T inh 0.72.
For N#CCc1ccc(C(=O)c2ccccc2)s1 the results were Cav3 T inh 0.25.
`N[C@H]1CONC1=O` gave Cav3 T inh 0.04.
For CCN(CC)CCn1c(OC)cc(=O)[nH]c1=O the results were Cav3 T inh 0.59.
For COc1ccccc1OCC(=O)N1CC2(C)CC1CC(C)(C)C2 (configuration not stated) the results were Cav3 T inh -0.58.
`Fc1ccc(Br)cc1C1C=C(c2ccc(Br)cc2)Nc2ncnn21` (configuration not stated) gave Cav3 T inh -0.53.
Screening O=c1c2cn[nH]c2nc(SCc2ccc3c(c2)OCCO3)n1-c1ccccc1 returned Cav3 T inh -3.4.
Screening Cc1ccc(C2C(C#N)=C(N)SC(N)=C2C#N)c(C)c1 returned Cav3 T inh 0.49.
Screening CC(C)(C)OC(=O)N1CCCC1C(=O)NC(Cc1ccccc1)C(=O)O (configuration not stated) returned Cav3 T inh 0.32.
`Cc1nnc(SCC(=O)Nc2cc(C(F)(F)F)ccc2N2CCOCC2)o1` gave Cav3 T inh 1.1.
Cc1nc2cc(NC(=O)N3CCN(c4ccccn4)CC3)ccc2o1 was read as Cav3 T inh 0.67.

Four compounds from above, sorted by number of heavy atoms, highest first:
Screening CC(C)(C)OC(=O)N1CCCC1C(=O)NC(Cc1ccccc1)C(=O)O (configuration not stated) returned Cav3 T inh 0.32.
Cc1nc2cc(NC(=O)N3CCN(c4ccccn4)CC3)ccc2o1 was read as Cav3 T inh 0.67.
`Fc1ccc(Br)cc1C1C=C(c2ccc(Br)cc2)Nc2ncnn21` (configuration not stated) gave Cav3 T inh -0.53.
For CCN(CC)CCn1c(OC)cc(=O)[nH]c1=O the results were Cav3 T inh 0.59.
